Screening results from PubChem BioAssay.
SENP1 FRET inh – human SENP1 catalytic domain inhibitors, primary screen, biochemical, FRET, uHTS. recombinant SENP1 catalytic domain, CyPet-SUMO1-YPet FRET cleavage. inhibition, % at 10 µM. actives 0.21% (n = 360,000). AID 624204, 2012;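 active means inhibition at least 30% at 10 µM, raw YFP signal under a set limit, fluorescence ratio 0.5 to 1.5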;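 further: 0% = enzyme with DMSO and 100% = no enzyme wells; some results filed as inactive read as strong as hits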
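Test system: human SENP1 catalytic domain; medium: Tris pH 8 buffer plus EDTA, NaCl, BME, BSA, NP40, catalase; incubation: 50 min reaction at room temperature; technique: FRET, CFP and YFP emission; controls: no-enzyme low control and enzyme-plus-DMSO high control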
UBC13 inh – UBC13 polyubiquitin chain formation inhibitors, primary screen, biochemical, TR-FRET, uHTS; Ubiquitin-conjugating enzyme E2 N (Homo sapiens), P61088; inhibition, % at 20 µM; actives 0.47% (n = 330,000); in the data active means inhibition above about 45%, passing the limit was not always enough; inconclusive means no clear call, values can overlap the other calls
Target sequence (P61088 whole entry, looked up): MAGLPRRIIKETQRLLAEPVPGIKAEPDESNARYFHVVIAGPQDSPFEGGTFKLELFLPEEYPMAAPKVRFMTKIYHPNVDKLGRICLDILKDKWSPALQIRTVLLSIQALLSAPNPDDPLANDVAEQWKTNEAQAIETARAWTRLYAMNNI
SENP8 block-1 – human SENP8 protease inhibitors, primary screen, biochemical, fluorescence, Nedd8 protein substrate, uHTS | Sentrin-specific protease 8 (Homo sapiens), Q96LD8 | inhibition, % at 20 µM | recombinant SENP8 | actives 0.64% (n = 360,000) | AID 602440, 2012; in the data active means inhibition mostly above about 40%, no sharp cut-off; inactive means mostly below about 27%
Target sequence (Q96LD8 whole entry, looked up): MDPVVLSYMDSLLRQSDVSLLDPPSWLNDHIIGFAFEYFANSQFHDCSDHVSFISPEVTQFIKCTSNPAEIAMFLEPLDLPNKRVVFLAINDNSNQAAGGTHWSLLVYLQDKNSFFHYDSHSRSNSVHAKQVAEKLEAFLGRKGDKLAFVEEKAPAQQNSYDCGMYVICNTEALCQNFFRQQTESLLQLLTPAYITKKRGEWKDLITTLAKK
HKDC1 inh – HKDC1 hexokinase inhibitors, primary screen, biochemical, fluorescence, uHTS | actives 0.16% (n = 340,000) | inhibition, % at 20 µM | Q2TB90 | recombinant HKDC1, G6PDH/diaphorase resazurin coupled fluorescence;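 active means inhibition above about 35% when tested at 20 µM, limit read from the data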;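 further: plate controls were DMSO wells with enzyme for no effect and DMSO wells lacking enzyme for full effect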
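Test system: recombinant HKDC1 (HK5) hexokinase enzyme, produced in-house; Amount: enzyme 5 µg/mL final; Buffer or medium: Tris pH 8.0 buffer with MgCl2, Tween-20, BSA, BME; Reagent: glucose and ATP substrates; Doses: 20 µM test compound, 1% DMSO; Incubation: 90 min reaction incubation at room temperature, dark; Detection: resorufin fluorescence at 613 nm.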
MIN6 prolif – inducers of MIN6 beta-cell proliferation, primary screen, ATP luminescence, uHTS. MIN6 cells proliferation, ATPlite luminescence, 48 h; cells starved in 0.2% serum; 100% = growth in 10% serum. proliferation, % at 10 µM. actives 0.29% (n = 330,000);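 active means compounds whose signal lies at least 3.5 SD above the mean of all wells on their plate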;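 further: 0% = DMSO-treated cells in low-serum medium and 100% = 10% serum control; some compounds called inactive have numbers as strong as hits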
SENP6 inh – SENP6 protease inhibitors, primary screen, biochemical, luminescence, uHTS | Sentrin-specific protease 6 (Homo sapiens), Q9GZR1 | Recombinant SENP6 catalytic domain, aminoluciferin luminescence | inhibition, % at 10 µM | actives 1.8% (n = 330,000) | AID 2599, 2010;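 active means inhibition above about 50% at the single tested dose, limit read from the data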;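 further: plate controls were DMSO wells with enzyme for no effect and DMSO wells lacking enzyme for full effect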
Target sequence (Q9GZR1 628-1112 limits assumed): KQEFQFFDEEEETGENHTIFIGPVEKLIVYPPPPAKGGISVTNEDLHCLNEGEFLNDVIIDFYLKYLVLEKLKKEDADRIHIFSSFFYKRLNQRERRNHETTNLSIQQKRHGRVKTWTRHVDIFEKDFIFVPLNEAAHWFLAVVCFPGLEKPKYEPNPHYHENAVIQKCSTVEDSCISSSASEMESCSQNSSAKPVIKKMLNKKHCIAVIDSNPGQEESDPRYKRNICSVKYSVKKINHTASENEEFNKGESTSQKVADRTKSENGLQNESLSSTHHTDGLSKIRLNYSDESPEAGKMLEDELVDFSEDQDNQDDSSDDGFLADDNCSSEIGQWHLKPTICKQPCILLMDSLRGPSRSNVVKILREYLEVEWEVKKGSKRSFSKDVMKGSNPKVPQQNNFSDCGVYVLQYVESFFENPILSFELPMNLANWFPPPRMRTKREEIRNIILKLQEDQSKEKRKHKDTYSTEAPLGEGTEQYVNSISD
SENP7 inh – SENP7 protease inhibitors, primary screen, biochemical, luminescence, uHTS; AID 434973, 2010; inhibition, % at 5 µM; Sentrin-specific protease 7 (Homo sapiens), Q9BQF6; actives 1.5% (n = 330,000); recombinant SENP7, Z-RLRGG-aminoluciferin luminescence, 40 min;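 active means inhibition above about 50% at the single test dose, limit read from the data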;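 further: plate controls were DMSO with enzyme for no effect and no enzyme buffer wells for full effect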
PfGluPho inh – PfG6PD enzyme inhibitors, primary screen, biochemical, fluorescence intensity, uHTS; actives 0.78% (n = 350,000); PfGluPho enzyme, NADPH resazurin-diaphorase fluorescence; inhibition, % at 20 µM; AID 504690, 2011; glucose-6-phosphate dehydrogenase-6-phosphogluconolactonase (Plasmodium falciparum 3D7);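 active means inhibition reaching at least a set limit at 20 µM in the primary screen, cut at about 59% in these data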;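 further: 0% = DMSO wells with substrate and 100% = DMSO wells lacking glucose-6-phosphate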
SENP8 block-2 – SENP8 protease inhibitors, primary screen, biochemical, luminescence | Sentrin-specific protease 8 (Homo sapiens), Q96LD8 | purified SENP8, Z-RLRGG-aminoluciferin cleavage | inhibition, % at 10 µM | actives 1.2% (n = 330,000) | AID 2540, 2010; in the data active means inhibition above about 50%
An asterisk follows results filed as active; ? = inconclusive; / = not tested or not shown.

structure,SENP6 inh,UBC13 inh,PfGluPho inh,SENP7 inh,SENP1 FRET inh,MIN6 prolif,SENP8 block-2,HKDC1 inh,SENP8 block-1
Cc1ccc(C(=O)N2CCCCC2)cc1NC1=C(Cl)C(=O)N(Cc2ccccc2)C1=O,-6,1,-14,10,4,-7,1,6,17
COc1ccc(-n2ncc3c2CC(C)(C)CC3NC(=O)CCn2cncn2)cc1 (stereo not given),2,1,-14,5,-2,-6,3,1,12
O=Cc1cccc2ccc3cccc(C(=O)O)c3c12,6,5,0,2,-3,-3,-4,-1,-25
N#CC(Sc1ccccn1)c1ccc(Cl)cc1 (stereo not given),-9,3,2,-4,18,1,1,13,-48
Cc1ccc(-n2c3c(cc(C(=O)NCC(=O)c4ccccc4)c2=O)C(=O)CCC3)cc1,-14,2,24,0,1,3,2,1,-135
CC(C)(C)c1ccccc1NC(=O)CN1C(=O)NC2(CCCC2)C1=O,-5,6,-6,4,1,-1,-11,-6,22
O=C1CCCN1CN(C(=O)c1ccccc1)c1ccccc1,11,-5,-18,6,-1,-1,2,3,10
CCCN1CCN(CCCNC(=O)CCNC(=O)Cn2ccc3ccccc3c2=O)CC1,8,8,-20,5,-1,-3,-1,-2,-19
CCC(CC)C(=O)N1CC(=O)Nc2ccc(F)cc2C1c1ccc(F)cc1 (stereo not given),4,5,9,-2,1,-3,2,-2,7
CCCCCCSC1=C(C#N)C(c2ccc(O)cc2)CC(=O)N1 (stereo not given),-12,10,-2,-2,0,3,-5,1,10
CCOc1cc2[nH]c(=S)n(C3CCN(Cc4ccccc4)CC3)c(=O)c2cc1OCC,0,-10,-3,-6,0,-4,-8,-3,16
CCN(CC)S(=O)(=O)c1cc(NC(=O)CSc2n[nH]c(N)n2)ccc1C,-2,1,-21,-10,2,1,-12,5,7
O=C(c1ccc(-n2cnnn2)cc1)N1CCOCC1,5,6,-6,-7,3,-2,-10,-6,26
Cc1nn(-c2ccccn2)c2c1C(=O)CC(C)(C)C2N=[N+]=[N-] (stereo not given),/,/,-2,/,3,/,/,-6,5
Cc1ccc(S(=O)(=O)NCC(=O)NCc2ccncc2)cc1,-6,10,-5,1,2,-1,0,-4,7
O=C(NCCN1CCCCC1)Nc1ccc(F)cc1,12,3,18,6,1,-2,-6,-8,4
CCOC(=O)C1CCN(Cc2cn(C)nc2-c2ccc(Oc3ccccc3)cc2)CC1,3,10,-1,-2,1,-4,2,2,3
CN(C(=O)c1cccc(NC(=O)Cc2cccc(NC(=O)C3CCN(C(=O)C4CCCCC4)CC3)c2)c1)C1CCC1,/,/,-4,/,2,/,/,-8,0
CCOc1ccc(NC(=O)CN(C)C(=O)c2cccnc2Sc2ccccc2Cl)cc1OCC,-3,-2,6,-6,2,1,-9,-1,3
O=C(C1CCCN(S(=O)(=O)Cc2ccccc2)C1)N1CCc2ccccc21 (stereo not given),-11,8,11,10,1,-1,2,-3,16
CC(C)c1nnc(NC(=O)C2CCCN2C(=O)Nc2ccccc2)s1 (stereo not given),-16,-12,-1,-7,2,0,-2,4,4
O=C(CSc1nnc(-c2ccc(O)cc2)n1-c1ccccc1)CC(=O)Nc1ccccc1,-22,-5,-17,-6,-3,-2,-4,-6,4
COc1ccccc1CNC(=O)CCCc1cn(C)c2ccccc12,-15,-9,-13,-6,0,-1,-10,-1,18
NC(=O)c1cccnc1,-12,-1,-2,-6,-3,0,-3,-7,7
COCCCNC(=O)c1ccc([N+](=O)[O-])c(Cl)c1,5,5,-9,1,0,0,3,-10,-119
COC(=O)c1cc(N=Cc2c(O)c3ccccc3oc2=O)cc(C(=O)OC)c1,2,12,12,-20,0,-3,-13,3,-430
Nn1c(SCC(=O)NCC2CCCO2)nnc1-c1ccco1 (stereo not given),-4,11,8,3,4,1,0,-3,5
CCOC(=O)[C@@H]1[C@H]2COc3cc(OC)ccc3[C@H]2N2C(=O)N(c3ccc(Cl)cc3)C(=O)[C@]12C,-9,?,10,-9,1,-5,-8,0,9
CCOc1ccc(C(C)=O)cc1CSc1nnnn1-c1ccc(O)cc1,10,-10,2,5,0,3,-6,0,10
O=C1CSC(c2ccccc2)N1Nc1nc(N2CCOCC2)nc(N2CCOCC2)n1 (stereo not given),-2,3,5,7,0,-2,-8,-6,7
CC(=NNc1nc2ccccc2s1)c1ncccn1,/,/,-8,/,3,/,/,-10,18
NC(=O)c1ccccc1NC(=O)/C=C/c1cccc(Cl)c1,31,5,46,15,2,-2,3,-1,18
O=C(N[C@@H](Cc1c[nH]c2ccccc12)C(=O)O)c1ccccc1Cl,-8,-2,-4,3,-1,0,-7,-3,7
CCN(CC(=O)Nc1cccc(C(C)=O)c1)S(=O)(=O)c1ccc(OC)cc1,6,6,-1,6,0,-1,0,-3,20
Cc1ccc(NC(=O)C2CCCN(c3ncccn3)C2)cc1F (stereo not given),-22,-4,35,-8,1,-1,-12,-6,-42
COc1ccc(OC(C)=O)c(C2c3cc(OC)c(OC)cc3CCN2C(C)=O)c1 (stereo not given),-13,8,-13,-1,3,-1,-11,0,23
COc1ccc(-n2c(C)c(C(C)=O)c3cc(OC(C)=O)ccc32)cc1,1,6,6,-1,1,5.3*,1,5,3
COc1cccc(NS(=O)(=O)c2c(C)nc3sccn3c2=O)c1,-10,-6,-11,-6,0,-1,7,-4,0
COc1ccccc1C(=O)N1CCC(N2CCN(c3ccccc3)CC2)CC1,-9,-2,2,1,1,0,6,-4,8
CC1(c2ccccc2Cl)NC(=O)N(CC(=O)NCCC2=CCCCC2)C1=O (stereo not given),-10,-2,6,1,-3,-2,-4,-10,-7
O=C1NC(CCc2ccccc2)C(=O)N1CCOc1ccccc1 (stereo not given),-4,-2,-21,1,-3,3,3,6,15
COc1cc(OC)cc(C(=O)NC(=S)NNC(=O)c2cnccn2)c1,1,-23,-3,8,-9,-4,-6,-42,-46
COc1ccc(N(CC(=O)Nc2cccc3ccccc23)S(C)(=O)=O)c(OC)c1,7,0,-10,1,0,2,4,6,4
O=C(NCC1CCN(Cc2ccc(F)cc2)CC1)Nc1cc(F)ccc1F,-13,6,15,-6,1,-2,-13,-3,14
CN(Cc1ccc(-n2cccn2)cc1)Cc1nc(-c2cnccn2)no1,15,-5,6,8,0,3,0,-1,15
COc1ccc(OC)c(S(=O)(=O)NCCOC23CC4CC(CC(C4)C2)C3)c1,0,-14,-1,-1,1,0,-2,11,9
COc1ccc(N2CCN(CC(O)COC(c3ccc(F)cc3)c3ccc(F)cc3)CC2)cc1 (stereo not given),/,/,19,/,1,/,/,1,11
C[N+](C)(CCOc1ccccc1)Cc1ccccc1,/,/,47,/,2,/,/,20,-90
Cc1csc(=O)n1CC(=O)OCC(=O)NCc1ccccc1,-16,-2,-6,-2,1,3,5,-7,13
Cc1ccc(NS(=O)(=O)c2ccc(C(=O)OCC(=O)N3CCCCC3)cc2)cc1,10,6,-11,1,0,-2,2,-2,3

Compounds from the list above that contain a Cl atom:
structure,SENP6 inh,UBC13 inh,PfGluPho inh,SENP7 inh,SENP1 FRET inh,MIN6 prolif,SENP8 block-2,HKDC1 inh,SENP8 block-1
Cc1ccc(C(=O)N2CCCCC2)cc1NC1=C(Cl)C(=O)N(Cc2ccccc2)C1=O,-6,1,-14,10,4,-7,1,6,17
N#CC(Sc1ccccn1)c1ccc(Cl)cc1 (stereo not given),-9,3,2,-4,18,1,1,13,-48
CCOc1ccc(NC(=O)CN(C)C(=O)c2cccnc2Sc2ccccc2Cl)cc1OCC,-3,-2,6,-6,2,1,-9,-1,3
COCCCNC(=O)c1ccc([N+](=O)[O-])c(Cl)c1,5,5,-9,1,0,0,3,-10,-119
CCOC(=O)[C@@H]1[C@H]2COc3cc(OC)ccc3[C@H]2N2C(=O)N(c3ccc(Cl)cc3)C(=O)[C@]12C,-9,?,10,-9,1,-5,-8,0,9
NC(=O)c1ccccc1NC(=O)/C=C/c1cccc(Cl)c1,31,5,46,15,2,-2,3,-1,18
O=C(N[C@@H](Cc1c[nH]c2ccccc12)C(=O)O)c1ccccc1Cl,-8,-2,-4,3,-1,0,-7,-3,7
CC1(c2ccccc2Cl)NC(=O)N(CC(=O)NCCC2=CCCCC2)C1=O (stereo not given),-10,-2,6,1,-3,-2,-4,-10,-7
